Screening data as filed in PubChem BioAssay.
A549 viability: kills or reduces viability of A549 cells in Nrf2 counter-screen; A549 ARE-Fluc cells, CellTiter-Fluor viability, 18-24 h; Potency, µM (doses to about 46 µM), for inactives: top-dose activity change, negative = cytotoxicity, most hits filed as inhibitors; 390,000 compounds, 0.16% hits; AID 504648; also: potency is read from the fitted curve at half-maximal effect; % is scaled to controls: 0 for no effect and ±100 for the full control effect
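A549 ARE_Fluc cells in 5% FBS OPTI-MEM were exposed to compounds in concentration-response for 18-24 h at 37 deg C. Viability was read by CellTiter-Fluor fluorescence (Ex 405/Em 525) after 30 min, before the luciferase read.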
Nrf2 block: blocks Nrf2 signaling | A549 ARE-Fluc reporter, luciferase luminescence, 18-24 h | Potency, µM (top dose mostly 46 µM), for inactives: at the highest dose activity change, negative = inhibition, usual class: inhibitors | 360,000 compounds, 2.1% hits; also: potency is read from the fitted curve at half-maximal effect; % is scaled to controls: 0 for no effect and ±100 for the full control effect; nearly all actives have a fitted effect of over 60% in size
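Quantitative HTS in A549 cells stably bearing an antioxidant response element-firefly luciferase construct. Inhibition of Nrf2-driven transcription was scored by luminescence after 18-24 h of compound exposure at 37 °C.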
Nrf2 ARE act: activates Nrf2 signaling. AREc32 ARE-luciferase reporter (MCF7-derived line), luminescence, 24 h. Potency, µM (highest dose often 46.1 µM), inactives show at the highest dose activation, hits mostly activators. 410,000 compounds, 0.31% hits; also: potency is read from the fitted curve at half-maximal effect; % of control where 0% means no effect; nearly all actives have a fitted effect of over 65% in size
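AREc32_Fluc, 1000 cells/well, OPTI-MEM + 5% FBS, o/n 37 deg C 5% CO2; 23 nL cpd by pin tool, 24 hr; Steady-Glo 30 min RT, luminescence.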
HepG2 viability: counter-screen for TGF-b inhibitors: cytotoxicity in HepG2 cells | AID 588856 | HepG2 CAGA-GFP viability, ATP luminescence, 18 h | 410,000 compounds, 0.76% hits | Potency, µM (top dose mostly 46.1 µM), for the others: at the top dose activity change, negative = cytotoxicity, most hits filed as cytotoxic; also: potency is read from the fitted curve at half-maximal effect; some results filed as inactive show a strong effect at the top dose
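HepG2 CAGA-GFP cells (1000/well, DMEM with 1% FBS) received compound, then TGF-beta at 500 pg/mL final, and were incubated 18 hours at 37 degrees C. Viability was read by CellTiter-Glo luminescence. Media-only wells were set as complete cell-killing and DMSO as no toxicity.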
ATXN2 expr inh: reduces ATXN2 reporter expression in HEK-293 cells | HEK-293 ATXN2-luciferase reporter, luminescence, 24 h | Potency, µM (series often up to 57 µM), without a hit: at the highest dose activity change, negative = inhibition, actives largely listed as inhibitors | 360,000 compounds, 0.72% hits | AID 1745845; also: potency is read from the fitted curve at half-maximal effect; % is scaled to controls: 0 for no effect and ±100 for the full control effect; nearly all actives have a fitted effect of over 55% in size
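ATXN2-luciferase reporter cells (luciferase flanked by upstream and downstream ATXN2 gene portions) were treated 24 h at 37 °C with compounds at up to 57 uM. SteadyGlo luminescence gave expression; GF-AFC fluorescence gave viability.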
TGFb inhibitor: inhibitors of TGF-b signaling; 410,000 compounds, 1.2% hits; HepG2 CAGA-GFP TGF-b/SMAD3 reporter, GFP fluorescence, 18 h; TGF-beta stimulated, 500 pg/mL final; Potency, µM (top dose mostly 46.1 µM), for the others: at the top dose activity, negative = inhibition, most hits filed as inhibitors; also: potency is read from the fitted curve at half-maximal effect; % is scaled to controls: 0 for no effect and ±100 for the full control effect; nearly all actives have a fitted effect of over 65% in size
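Inhibition of TGF-beta-driven CAGA-GFP reporter expression in HEPG2 cells is measured by cellular GFP fluorescence after 18 h stimulation with 500 pg/mL recombinant TGF-beta in 1% FBS medium at 37 degrees C.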
ATXN viability: viability counter-screen for ATXN expression inhibitors; S2 cells (HEK-293 line with an ATXN2-luciferase reporter) viability, CellTiter-Fluor protease fluorescence, 24 h; Potency, µM (series often up to 56.7 µM), most hits filed as cytotoxic; 400,000 compounds, 0.49% hits; also: potency is read from the fitted curve at half-maximal effect; nearly all actives have a fitted effect of over 40% in size
IL-2 act: activates IL-2 in a cell-based reporter assay. 360,000 compounds, 0.065% hits. IL-2 activation reporter assay, cell-based qHTS; stimulated with anti-CD3/CD4/CD28 beads; in transgenic mouse T cells. activation, % (series mostly up to about 46 µM). AID 652025; in the data active = activation above about 50%; inconclusive = mostly about 30% to 49%; also: 0% is about no effect
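Screening format: compound pinned onto unstimulated transgenic mouse T cells, 60 min incubation, then anti-CD3/anti-CD4/anti-CD28 bead stimulation for 18 hours at 37 degrees C, followed by EGFP and DsRed detection.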
EPAC2 agonist: activates human EPAC2 exchange factor; Q8WZA2; 360,000 compounds, 0.079% hits; Potency, µM (doses to about 154 µM), for the others: at the highest dose activation, actives largely listed as activators; EPAC2 activation, biochemical qHTS; response scale: 100% = 6.5 mM cAMP response; AID 720711; also: potency is read from the fitted curve at half-maximal effect; nearly all actives have a fitted effect of over 50% in size
Target sequence (Q8WZA2 whole entry, looked up): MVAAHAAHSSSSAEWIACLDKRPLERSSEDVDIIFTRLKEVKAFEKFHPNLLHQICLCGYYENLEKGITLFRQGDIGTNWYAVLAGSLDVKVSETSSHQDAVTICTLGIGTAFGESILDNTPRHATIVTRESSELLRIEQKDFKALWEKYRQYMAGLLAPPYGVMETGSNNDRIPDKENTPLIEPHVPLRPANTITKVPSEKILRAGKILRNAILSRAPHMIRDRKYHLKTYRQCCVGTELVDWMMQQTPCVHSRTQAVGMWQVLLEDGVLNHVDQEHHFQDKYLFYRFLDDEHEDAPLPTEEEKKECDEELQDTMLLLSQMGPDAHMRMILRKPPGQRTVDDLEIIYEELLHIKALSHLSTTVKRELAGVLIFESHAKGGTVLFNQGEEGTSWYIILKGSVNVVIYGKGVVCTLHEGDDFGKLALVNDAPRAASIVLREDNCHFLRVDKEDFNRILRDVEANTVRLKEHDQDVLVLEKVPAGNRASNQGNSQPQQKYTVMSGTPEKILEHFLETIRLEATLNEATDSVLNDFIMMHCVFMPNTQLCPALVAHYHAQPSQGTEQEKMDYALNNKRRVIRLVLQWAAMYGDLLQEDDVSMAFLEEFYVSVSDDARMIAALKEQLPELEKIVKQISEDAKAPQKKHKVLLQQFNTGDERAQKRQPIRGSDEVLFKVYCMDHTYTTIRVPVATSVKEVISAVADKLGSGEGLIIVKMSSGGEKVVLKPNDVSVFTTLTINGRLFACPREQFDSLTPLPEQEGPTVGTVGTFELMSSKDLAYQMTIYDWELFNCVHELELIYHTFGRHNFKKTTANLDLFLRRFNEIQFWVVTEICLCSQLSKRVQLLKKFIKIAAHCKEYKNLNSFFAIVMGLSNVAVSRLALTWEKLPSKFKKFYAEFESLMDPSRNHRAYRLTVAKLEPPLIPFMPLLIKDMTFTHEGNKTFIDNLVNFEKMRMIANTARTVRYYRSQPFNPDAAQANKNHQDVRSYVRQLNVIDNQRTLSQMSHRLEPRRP
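Setup: EPAC2 100 nM, labeled Rap1B complex 250 nM, free GDP 50 uM. Compound titrations pinned in, brief spin, 5 min room temperature incubation. Kinetic fluorescence read over 30 min, normalized to 6.5 mM cAMP.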
Starred values were filed as active, the others as inactive; & = joins results of further samples; [ ] = dose if it differs, or a comment. Unless noted, calls follow the shape of the dose curve; as a rule, active = well fitted curve in the direction sought with a large enough effect; inconclusive = small, poorly fitted or top-dose-only effect, or another doubt; inactive = no such curve, though single readings can be large; an effect the other way counts as inactive or inconclusive.

Screening CC(C)C1C(=O)N(Cc2cn(CCC3OCCCO3)nn2)CCS(=O)(=O)N1Cc1ccc(-c2ccc(Cl)nc2)cc1 (stereo not given) returned Nrf2 ARE act 4.2%, HepG2 viability -4.7%, ATXN2 expr inh -29.1%, TGFb inhibitor 2.5%, ATXN viability inconclusive, IL-2 act -2.1 and EPAC2 agonist 9.8%.
CC(C)CNC(=O)c1cc(=O)[nH]c2ccc(S(=O)(=O)Nc3ccc(F)cc3)cc12 was read as A549 viability 0.3%, Nrf2 block 1.8%, Nrf2 ARE act 0.0%, HepG2 viability 6.5%, ATXN2 expr inh 14.8%, TGFb inhibitor 13.4%, ATXN viability inactive, IL-2 act 0.0 and EPAC2 agonist 7.3%.
`O=C(Nc1ccc(S(=O)(=O)NCC2CCCO2)cc1)c1cccc(F)c1` (stereo not given) gave A549 viability 0.0%, Nrf2 block inconclusive, Nrf2 ARE act 3.3%, HepG2 viability -11.1%, ATXN2 expr inh -19.3%, TGFb inhibitor 0.0%, ATXN viability inactive, IL-2 act 0.4 and EPAC2 agonist 8.7%.
COC(=O)c1c(N)c(C#N)c(C)n1-c1ccccc1 was read as A549 viability 0.9%, Nrf2 block 8.1%, Nrf2 ARE act -0.6%, HepG2 viability -0.9%, ATXN2 expr inh -1.5%, TGFb inhibitor 22.0%, ATXN viability inconclusive, IL-2 act 0.2 and EPAC2 agonist 7.0%.
Screening c1ccc(-c2ccc(-n3ccnc3)cc2)cc1 returned A549 viability -7.7%, Nrf2 block inconclusive, Nrf2 ARE act 4.3%, HepG2 viability -28.7%, ATXN2 expr inh 44.1%[activator], TGFb inhibitor -1.8%, ATXN viability inactive, IL-2 act 0.7 and EPAC2 agonist 9.0%.
For COC(=O)c1ccc(/C=N/NC(=O)C2CC(=O)N(c3ccc(OC)cc3)C2)cc1 (stereo not given) the results were A549 viability 0.5%, Nrf2 block -0.1%, Nrf2 ARE act -0.6%, HepG2 viability 3.7%, ATXN2 expr inh -1.9%, TGFb inhibitor 3.9%, ATXN viability inactive, IL-2 act -0.5 and EPAC2 agonist 3.5%.
Screening O=C1NC(c2ccc3c(c2)OCO3)Oc2ccccc21 (stereo not given) returned A549 viability 2.4%, Nrf2 block -8.9%, Nrf2 ARE act -0.6%, HepG2 viability -16.0%, ATXN2 expr inh 5.7%, TGFb inhibitor -0.1%, ATXN viability inactive, IL-2 act -2.8 and EPAC2 agonist 11.9%.
For O=C(O)CC1(CC(=O)NCc2cc(F)cc3c2OCOC3)CCCCC1 the results were A549 viability 3.0%, Nrf2 block -7.7%, Nrf2 ARE act 0.3%, HepG2 viability 9.7%, ATXN2 expr inh 8.1%, TGFb inhibitor -0.7%, ATXN viability inactive, IL-2 act 0.2 and EPAC2 agonist 1.7%.
`CSc1ccc(CN2CCC2(C)C(=O)NCc2ccccc2Br)cc1` (stereo not given) gave Nrf2 ARE act 3.9%, HepG2 viability -14.9%, ATXN2 expr inh -7.8%, TGFb inhibitor inconclusive, ATXN viability inactive, IL-2 act -0.9 and EPAC2 agonist 2.4%.
`Cc1ccc2cccc(NC(=O)C(C)Oc3ccc(Cl)cc3Cl)c2n1` (stereo not given) gave A549 viability 15.4%, Nrf2 block -8.8%, Nrf2 ARE act 4.7%, HepG2 viability 18.5%, ATXN2 expr inh -30.0%, TGFb inhibitor -1.2% and ATXN viability inactive.
Cc1c(C(=O)N2CCCCC2)c(S(=O)(=O)N2CCC(C)CC2)c(C)n1C was read as A549 viability -0.3%, Nrf2 block 28.3%, Nrf2 ARE act -0.1%, HepG2 viability -0.2%, ATXN2 expr inh 10.4%, TGFb inhibitor -2.5%, ATXN viability inactive, IL-2 act -2.9 and EPAC2 agonist 3.5%.
For NC(Cc1c[nH]c2ccccc12)C(=O)NCc1ccccc1 (stereo not given) the results were A549 viability 2.1%, Nrf2 block -4.9%, Nrf2 ARE act -0.1%[9.22 µM], HepG2 viability -0.8%, ATXN2 expr inh 0.2%, TGFb inhibitor 2.2%, ATXN viability inactive, IL-2 act -1.4 and EPAC2 agonist 9.6%.
Screening O=C(NCCCn1ccnc1)c1csc2ccccc12 returned A549 viability -1.2%, Nrf2 block -2.1%, Nrf2 ARE act -0.1%, HepG2 viability -5.5%, ATXN2 expr inh -6.8%, TGFb inhibitor 4.3%, ATXN viability inactive, IL-2 act -2.3 and EPAC2 agonist 8.3%.
For COC(=O)C1=C(C)N(c2cc(Cl)cc(Cl)c2)C(=O)C1 the results were A549 viability -15.0%, Nrf2 block 9.2µM*, Nrf2 ARE act inconclusive, HepG2 viability -17.3%, ATXN2 expr inh -39.0%, TGFb inhibitor -18.8%, ATXN viability inactive, IL-2 act -2.2 and EPAC2 agonist 5.8%.
For COc1cccc(CNC(=O)Cn2c(=O)nc(-c3ccccc3F)c3cc(Cl)ccc32)c1 the results were A549 viability inconclusive, Nrf2 ARE act -0.2%, HepG2 viability -9.1% and TGFb inhibitor 1.6%.
`Cc1ccc(NC(=S)N(CCCN2CCOCC2)Cc2ccccn2)cc1` gave A549 viability 2.9%, Nrf2 block inconclusive, Nrf2 ARE act 1.8%, HepG2 viability 8.7%, ATXN2 expr inh 3.4%, TGFb inhibitor inconclusive, ATXN viability inactive, IL-2 act 0.1 and EPAC2 agonist 2.4%.
For COc1cccc(NC(CNS(=O)(=O)c2ccc(C)cc2)c2ccccc2)c1 (stereo not given) the results were A549 viability -16.8%, Nrf2 block inconclusive, Nrf2 ARE act -0.1%, HepG2 viability -93.8%, ATXN2 expr inh inconclusive, TGFb inhibitor 14.1µM* and ATXN viability inconclusive.
Screening O=C(Cc1ccccc1)Nc1ccc2c(c1)C(=O)N(CC1CCCO1)C2=O (stereo not given) returned A549 viability 0.2%, Nrf2 block 12.2%, Nrf2 ARE act -0.1%, HepG2 viability -1.5%, ATXN2 expr inh -0.6%, TGFb inhibitor -1.7%, ATXN viability inconclusive, IL-2 act 0.1 and EPAC2 agonist 0.4%.
COc1ccc(/C=c2/sc3n(c2=O)C(c2ccccc2OC)C2=C(N=3)c3ccccc3CC2)cc1O (stereo not given) was read as A549 viability inconclusive, Nrf2 block inconclusive, Nrf2 ARE act -0.2%, HepG2 viability -28.0%, ATXN2 expr inh -24.0%, TGFb inhibitor inconclusive, ATXN viability inactive, IL-2 act -3.2 and EPAC2 agonist 9.2%.
For CCn1c(=O)cc(SCC(=O)NCc2ccc(C)cc2)c2ccccc21 the results were A549 viability -7.7%&2.3%, Nrf2 block 13.5%&17.3%, Nrf2 ARE act 6.4%&0.2%, HepG2 viability -7.4%&-1.0%, ATXN2 expr inh -3.7%&-3.3%, TGFb inhibitor -2.7%&0.5%, ATXN viability inconclusive, IL-2 act -2.5 and EPAC2 agonist 5.7%.
Screening CCOc1ccc(Nc2ncnc3c2nc2n3CCCCC2)cc1 returned A549 viability -4.0%, Nrf2 block -28.8%, Nrf2 ARE act 2.1%, HepG2 viability -39.0%, ATXN2 expr inh 15.1%, TGFb inhibitor 0.0% and ATXN viability inactive.
Screening Oc1c(C(c2ccco2)N2CCC3(CC2)OCCO3)sc2ncnn12 (stereo not given) returned A549 viability -3.3%, Nrf2 block 0.1%, Nrf2 ARE act 2.1%, HepG2 viability -7.8%, ATXN2 expr inh -21.9%, TGFb inhibitor 0.0%, ATXN viability inactive, IL-2 act 2.9 and EPAC2 agonist 6.0%.
Screening NC(=O)CCC(=O)N1CCCC(C(=O)c2ccc3c4c(cccc24)CC3)C1 (stereo not given) returned A549 viability -4.6%, Nrf2 block 1.3%, Nrf2 ARE act 0.2%, HepG2 viability 5.0%, TGFb inhibitor 2.5%, ATXN viability inactive, IL-2 act 0.3 and EPAC2 agonist -0.9%.
For Cc1ccccc1-n1cc[nH]c1=S the results were A549 viability 0.4%, Nrf2 block -2.3%, Nrf2 ARE act -0.4%, HepG2 viability 6.7%, ATXN2 expr inh -5.2%, TGFb inhibitor 1.7%, ATXN viability inactive, IL-2 act -0.2 and EPAC2 agonist -3.5%.
For CC(C)CCNC(=O)c1cc(-c2cccnc2)nc2ccc(S(=O)(=O)N3CCC(C)CC3)cc12 the results were A549 viability 4.8%, Nrf2 ARE act -0.9%, HepG2 viability 7.7% and TGFb inhibitor -11.9%.
Screening O=C(Nc1cccc(F)c1)[C@H](CSCc1ccccc1)N1Cc2ccccc2C1=O returned A549 viability 0.8%, Nrf2 block -12.6%, Nrf2 ARE act 0.1%, HepG2 viability -9.0%, ATXN2 expr inh -8.2%, TGFb inhibitor 4.9% and ATXN viability inactive.
`C/C(=N\NC(=O)c1sccc1C)c1cccnc1` gave A549 viability -2.5%, Nrf2 block inconclusive, Nrf2 ARE act 0.5%, HepG2 viability 2.5%, ATXN2 expr inh 83.0%[activator], TGFb inhibitor 5.6%, ATXN viability inactive, IL-2 act -0.6 and EPAC2 agonist 14.6%.
`Cc1nc(CCN2C(=O)c3ccccc3C2=O)cs1` gave A549 viability 2.6%, Nrf2 block 8.1%, Nrf2 ARE act 5.1%, HepG2 viability 2.8%, ATXN2 expr inh 4.0%, TGFb inhibitor 4.9%, ATXN viability inactive, IL-2 act 0.6 and EPAC2 agonist 6.3%.
`COc1ccc(NC(=O)c2cnc(SC)nc2C)c(OC)c1` gave A549 viability 5.3%, Nrf2 block -13.7%, Nrf2 ARE act 0.6%, HepG2 viability 9.9%, ATXN2 expr inh -14.8%, TGFb inhibitor 3.8%, ATXN viability inactive, IL-2 act 0.1 and EPAC2 agonist 6.0%.
